PfHsp90 yeast 2 = reduces growth (ATP signal) of yeast expressing P. falciparum Hsp90 | S. cerevisiae expressing PfHsp90, BacTiter-Glo ATP, 48 h; yeast lacking PDR1 and PDR3 efflux regulators | inhibition, % at 9.4 µM | 0.32% of 310,000 active | AID 504621;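 active means every replicate shows inhibition above about 80%, whatever the replicate mean, limit read from the data; inconclusive means mean inhibition reaches the set limit but some replicate falls short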;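 further: 0% = DMSO neutral controls and 100% = 20 µM radicicol positive controls; yeast relying on Plasmodium falciparum Hsp90 in place of its own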
PKA-R1A act = activates the PKA-R1A holoenzyme complex | activation, % at 11.4 µM | 0.083% of 340,000 active | AID 504707 | PKA-R1A dissociation, Cy5-IP20 fluorescence polarization; scaled: DMSO 0%, 113 µM cGMP 100% | P00514+P68181;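 active means percent activation above the mean of all tested compounds plus 3 SD, cut at about 19% in these data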;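 further: higher means more PKAc released from R1A so a rise in polarization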
Pemphigus Ab inh = human desmoglein-3 autoantibody binding inhibition | P32926 | DSG3-coupled beads, scFv-anti-DSG3-GFP binding, flow cytometry; active compounds read low | binding (percent of control), % at 10 µM | 0.48% of 310,000 active | AID 588358;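 active means binding more than 3 SD below its plate's average and above zero; inconclusive means below that plate limit but binding exactly zero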;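 further: hits lower antibody fragment binding to DSG3; some compounds called inactive have numbers as strong as hits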
E coli growth = bacterial growth inhibition, counter-screen for AddAB inhibitors | E. coli V3065 growth, OD600 absorbance, 18 h | 0.27% of 330,000 active | inhibition, % at 11.9 µM;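 active means inhibition above the campaign's mean inhibition across all tested compounds plus 3 SD, cut at about 9.9% in these data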;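 further: uninfected addAB+ strain grown without phage in ampicillin broth; 0% = DMSO wells and 100% = ciprofloxacin 0.95 µg/ml wells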
AddAB inh = less growth of phage-infected E. coli with AddAB | inhibition, % at 11.9 µM | E. coli expressing H. pylori AddAB, absorbance growth | AID 435030 | 0.29% of 330,000 active; in the data active means inhibition above about 12%;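 further: 0% = vehicle wells of infected cells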
MOR-DOR ag = OPRM1-OPRD1 heterodimerization agonism. P35372+P41143. cells, luminescence. activation, % at 9.3 µM. 0.3% of 340,000 active. AID 504326; in the data active means activation above about 18%;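 further: 0% = vehicle-treated cells and 100% = reference agonist; values of inactives mirror those of a sister screen read the other way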
Target sequence (P35372 whole entry, looked up): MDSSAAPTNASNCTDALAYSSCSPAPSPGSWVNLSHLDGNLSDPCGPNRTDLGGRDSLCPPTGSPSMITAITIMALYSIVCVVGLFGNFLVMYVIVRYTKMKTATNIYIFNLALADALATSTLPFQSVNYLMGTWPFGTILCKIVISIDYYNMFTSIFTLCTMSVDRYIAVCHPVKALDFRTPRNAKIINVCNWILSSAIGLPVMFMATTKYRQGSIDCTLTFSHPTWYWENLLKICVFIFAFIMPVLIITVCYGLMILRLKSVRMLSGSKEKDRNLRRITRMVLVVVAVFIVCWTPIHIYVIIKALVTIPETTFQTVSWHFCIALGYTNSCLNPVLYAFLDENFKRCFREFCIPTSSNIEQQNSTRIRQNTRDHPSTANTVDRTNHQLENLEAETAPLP
Target sequence (P41143 whole entry, looked up): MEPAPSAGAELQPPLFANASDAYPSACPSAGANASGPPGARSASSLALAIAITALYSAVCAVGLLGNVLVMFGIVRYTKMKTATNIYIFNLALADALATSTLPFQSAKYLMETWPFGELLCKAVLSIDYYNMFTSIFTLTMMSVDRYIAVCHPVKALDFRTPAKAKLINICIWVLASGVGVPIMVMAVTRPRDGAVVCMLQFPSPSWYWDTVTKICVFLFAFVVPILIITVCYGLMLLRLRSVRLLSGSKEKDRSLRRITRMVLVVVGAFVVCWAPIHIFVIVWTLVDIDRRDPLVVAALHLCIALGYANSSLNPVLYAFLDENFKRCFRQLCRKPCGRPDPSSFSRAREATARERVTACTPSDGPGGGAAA
HTR5A ag ctr = counter-screen for OPRM1-OPRD1 agonists: human HTR5A agonism; 0.61% of 340,000 active; HTR5A agonist assay, luminescence, cell-based; AID 504692; activation, % at 9.3 µM; P47898; in the data active means activation mostly above about 9.5%, no sharp cut-off; inactive means mostly below about 7.6%;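 further: 0% = cells with vehicle only and 100% = reference agonist; strong numbers were not always called active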
MOR-DOR inv ag = mu-delta opioid heterodimer inverse agonism | inhibition, % at 9.3 µM | AID 504357 | P35372+P41143 | 0.21% of 340,000 active | cell-based MOR-DOR heterodimer luminescence; in the data active means inhibition above about 22%, passing the limit was not always enough;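 further: 0% = cells with DMSO and 100% = wells without cells with DMSO; values of inactives mirror those of a sister screen read the other way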
HTR5A inv ag = HTR5A inverse agonism, opioid heterodimer counter-screen; P47898; HTR5A cell line, luminescence; 0.083% of 340,000 active; inhibition, % at 9.3 µM; in the data active means inhibition mostly above about 23%, no sharp cut-off; inactive means mostly below about 18%;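 further: 0% = cells with DMSO and 100% = no-cell wells with DMSO; some compounds called inactive have numbers as strong as hits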
Mot1-301 SUMO = inhibitors of SUMOylation pathway: yeast Mot1-301 growth rescue. S. cerevisiae Mot1-301 growth rescue, ATP luminescence, 38.5C; percent above DMSO median, 100 means doubled. growth rescue, % at 18.8 µM. 1% of 320,000 active. AID 2716;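 active means every valid replicate shows activation above 250% relative to neutral control wells; inactive means the rest, any valid replicate at or below 250%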;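 further: OY570 slx delta 5 strain wells were the positive control but not used for scaling; some compounds called inactive have numbers as strong as hits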
phage Ecoli inh = E. coli growth loss with phage present; 0.26% of 360,000 active; AID 651602; growth absorbance; inhibition, % at 11.9 µM; in the data active means inhibition above about 11%
Numbers without * were called inactive; ? = inconclusive; . = not tested or not shown.

SMILES	PfHsp90 yeast 2	PKA-R1A act	Pemphigus Ab inh	E coli growth	AddAB inh	MOR-DOR ag	HTR5A ag ctr	MOR-DOR inv ag	HTR5A inv ag	Mot1-301 SUMO	phage Ecoli inh
CN(c1ccc(C(=O)O)cc1)S(=O)(=O)c1ccccc1	-5	-9	96	2.3	4.2	-2.4	4	13	-11	.	0.8
Cc1ccc(S(=O)(=O)/N=C(\N)Nc2nc(C)c3ccc(C)cc3n2)cc1	19	-5	99	1.8	0.8	0.4	1	-2	-8	-22	1.7
CCOC(=O)NC(=O)COC(=O)c1ccc(O)cc1	-22	-2	98	1.2	2.9	-2.3	-2	12	5	-1	3.6
O=C(Nc1ccc(F)cc1)N(Cc1ccco1)Cc1cc2cc3c(cc2[nH]c1=O)OCO3	-34	-8	109	1.3	0.7	-0.3	-2	2	9	3	1.0
Cc1cccc(NC(=O)CSCc2c(C)noc2C)c1C	1	3	102	-1.0	0.1	-1.8	1	11	-18	-17	1.9
COc1cc(CN2CCNC(=O)C2CC(=O)NC2CCCC2)cc(OC)c1 (stereo unspecified)	8	-2	104	0.0	-0.9	-3.5	2	19	3	-18	0.3
CCC(C)(C)NC(=O)C(c1ccc(OC)cc1)N(C(=O)CCC(=O)Nc1cc(C)on1)c1ccccc1OC (stereo unspecified)	-3	2	124	-2.8	0.8	1.3	-1	-11	0	5	-0.5
CCOc1ccc(N(CC(=O)NC2CCCCCC2)S(=O)(=O)c2c(C)[nH]c(=O)[nH]c2=O)cc1	7	-7	101	-2.4	-0.2	-1.9	0	10	0	54	80*
O=C(CN1C(=O)C2CC=CCC2C1=O)Nc1ccc(S(=O)(=O)NC2=NCCCCC2)cc1 (stereo unspecified)	-7	-1	104	-2.4	1.2	-0.9	0	5	-32	-9	1.7
CC(=O)Oc1ccc2c(C)c(CC(C)O)c(=O)oc2c1 (stereo unspecified)	.	-19	.	-0.8	1.1	-0.9	1	5	0	11	4.8
O=C(Cc1cccc(NC(=O)C2CCCN(C(=O)C3CCCC3)C2)c1)Nc1cccc(C(=O)N2CCCCC2)c1 (stereo unspecified)	-4	-3	100	.	.	-1.9	2	9	-8	.	2.8
CC1CCC(NC(=O)c2cc(C3CC3)nn2-c2ccccc2)CC1 (stereo unspecified)	11	-6	.	-1.2	-0.3	6.1	6	-25	-17	16	1.1
CC[n+]1ccccc1/C=C/Nc1ccccc1	12	-13	103	0.7	1.0	-2.0	6	10	-7	16	0.7
O=C(Cc1ccccc1Cl)Nc1ccc(S(=O)(=O)N2CCOCC2)cc1	.	1	101	1.9	3.1	-2.1	3	11	-25	2	-1.8
O=C(NCc1ccc(F)cc1)c1ccc(N2CCc3ccccc32)c([N+](=O)[O-])c1	0	2	101	1.9	1.8	-1.6	2	9	16	24	2.8
COc1ccc([C@@H]2CC=C(C(=O)O)[C@H](c3ccc(Cl)cc3)N2S(=O)(=O)c2ccc(C)cc2)cc1OC	0	4	105	-1.8	4.6	-1.6	13	9	-38	2	-1.4
Cc1cccc(NC(=O)N2CCCC(CNC(=O)c3ccccc3Cl)C2)c1C (stereo unspecified)	1	-1	99	-3.3	1.2	-1.3	-2	7	10	47	1.5
CC(=O)c1ccc(N2CCN(C(=S)Nc3ccc(Cl)c(Cl)c3)CC2)cc1	-9	5	98	-0.3	0.3	-1.1	0	5	8	6	5.0
CC(C)CC(=O)NS(=O)(=O)c1ccc(NS(C)(=O)=O)cc1	7	2	101	2.0	1.9	-2.4	3	12	-5	-6	3.1
CCOC(=O)N1CCN(CC(=O)Nc2ccc(C)cc2)CC1	10	-7	100	-1.9	3.0	-2.9	2	17	-4	1	0.3
CCOc1ccc(N2CC(C(=O)NCc3ccccn3)CC2=O)cc1 (stereo unspecified)	-3	-13	94	-0.9	2.6	1.2	0	-7	1	-7	0.1
Cc1cccn2c(=O)nc(SCC(=O)NCc3ccc(F)cc3)nc12	.	-1	114	0.3	2.6	-0.1	-2	0	17	1	-0.8
CCN(CC)S(=O)(=O)c1ccc(N2CCOCC2)c(NC(=O)CNCCc2ccccc2)c1	-10	9	91	0.2	0.4	-1.1	0	6	-9	184	-0.6
CC(=O)N1c2ccccc2C2(C)C(C1(C)C)C2(Cl)Cl (stereo unspecified)	-5	-10	107	0.4	4.0	2.4	-1	-11	3	-3	3.0
COc1ccc(NC(=S)NC2CC3CCC(C2)N3Cc2ccco2)cc1 (stereo unspecified)	-26	2	105	2.3	4.4	0.0	2	0	16	2	3.8
(listing goes on)
SMILES	PfHsp90 yeast 2	PKA-R1A act	Pemphigus Ab inh	E coli growth	AddAB inh	MOR-DOR ag	HTR5A ag ctr	MOR-DOR inv ag	HTR5A inv ag	Mot1-301 SUMO	phage Ecoli inh
CCN(C(=O)[C@@H]1CCCN1C(=O)c1cccs1)c1nc2cc(Cl)ccc2s1	-7	-10	118	-1.4	-1.0	-0.8	2	4	-31	30	0.4
O=C(COC(=O)C1=COCCO1)NC1CCCCCCC1	-7	-3	106	-2.2	2.3	-0.5	-4	4	10	-13	5.9
COc1ccccc1N(C(=O)c1ccco1)C(C(=O)NC1CCCC1)c1cccnc1 (stereo unspecified)	18	7	110	2.1	1.9	-2.2	-4	12	11	169	1.7
Cc1ccc(-c2nc3sc(C#N)c(N)n3c(=O)c2C#N)cc1	34	-3	68*	0.2	-0.2	2.3	-7	-12	20	-28	1.6
Cc1ccccc1N(CC(=O)NC1CCCCC1)C(=O)CCCC(=O)Nc1ccccn1	-2	-18	111	-1.6	-0.9	0.6	0	-4	13	-7	1.8
CCOc1ccc2nc(SCC(=O)N3CCN(C(=O)c4ccco4)CC3)sc2c1	-8	1	.	-1.3	4.1	-0.5	2	2	-9	5	2.7
COCCNC(=S)NCCCNc1nc2cc3c(cc2cc1C#N)OCO3	1	-6	101	0.4	-0.6	2.9	0	-17	1	4	-1.8
N#CCC(=N)N1CCN(c2ccc(Cl)cc2)CC1	.	-1	103	-3.6	0.9	-0.1	0	0	0	3	2.8
O=C(CSc1nnc(-c2ccco2)o1)Nc1c(F)cccc1F	3	5	.	1.9	0.8	-1.3	1	6	-2	5	1.2
CCN(CC)C(=O)Cn1c(C)c(/C=C/c2cc[n+](C)cc2)c2ccccc21	13	-8	264	-2.4	-0.3	-2.6	2	14	-8	2	-0.1
CCOC(=O)c1c(CC(C)C)csc1NC(=O)COC(=O)c1ccc(O)cc1	-8	-1	99	.	.	-0.8	-4	4	14	.	4.1
S=C(NC1CCCC1)N1CCN(c2ncccn2)CC1	19	8	90	2.0	1.1	-0.2	4	2	-11	2	1.1
O=C(c1cccc(C(=O)N2CCN(c3ccccc3F)CC2)n1)N1CCN(c2ccccc2F)CC1	.	-16	96	-1.8	-2.4	-0.1	4	0	-17	21	2.3
O=C(NC1CCN(S(=O)(=O)c2ccccc2F)CC1)c1ccco1	-12	6	125	0.1	2.5	0.5	3	-4	-9	5	-0.1
Cn1c(O)c(/C=N/NC(=O)c2cc3ccccc3cc2O)c2ccccc21	-16	4	113	25*	23*	-1.0	4	6	-10	9	22*
Cc1ccccc1CS(=O)(=O)c1nnc([C@H](CC(C)C)NC(=O)OC(C)(C)C)o1	?	0	102	-1.1	-0.9	-1.2	0	7	0	376	2.1
COc1ccc(-c2c(C#CC(C)(C)O)c3ccccc3n2C)cc1	9	-15	103	-1.4	1.9	0.1	5	-1	0	12	-0.4
CC(=O)NC(Cc1c[nH]c2ccccc12)C(=O)NCCc1ccccn1 (stereo unspecified)	5	-9	.	-1.6	1.3	-2.1	-3	13	-52	-16	1.5
Cc1ccc(/C=C/C(=O)OCC(=O)NCCN2C(=O)CSC2=O)o1	5	-10	102	0.5	1.3	-1.2	1	6	-2	180	4.9
O=C(O)c1nn(-c2ccccc2)ccc1=O	14	3	101	-0.6	-0.9	-0.7	-1	4	-11	-8	2.5
COc1ccc(NC2CCCN(C(=O)c3ccncc3)C2)cc1 (stereo unspecified)	25	-27	103	0.8	0.1	-2.3	-2	12	-18	-6	-4.4
Cc1c(Cl)cccc1NC(=S)NN1CCOCC1	-53	-1	103	0.0	4.9	-3.1	7	13	-18	-7	0.2
O=C1CCC(C(=O)Nc2ccccc2)N1 (stereo unspecified)	-1	2	99	-0.7	-1.4	-0.9	5	5	-18	20	1.8
CN1CCC(NCCC(c2ccc(F)cc2)c2ccc(Cl)cc2)CC1 (stereo unspecified)	3	5	95	.	.	1.2	2	-7	-9	-5	1.2
COc1ccc(C(=O)NCCCNC(=O)c2ccccn2)cc1	-24	6	101	1.7	2.5	-4.1	6	21	-15	7	-1.6
New compounds follow
SMILES	PfHsp90 yeast 2	PKA-R1A act	Pemphigus Ab inh	E coli growth	AddAB inh	MOR-DOR ag	HTR5A ag ctr	MOR-DOR inv ag	HTR5A inv ag	Mot1-301 SUMO	phage Ecoli inh
C=CCN(CC(=O)NC1CCS(=O)(=O)C1)S(=O)(=O)c1ccccc1C(F)(F)F (stereo unspecified)	-2	10	99	1.9	1.7	-1.9	2	10	-21	-8	2.1
CC(C)(C)OC(=O)N(CCc1ccccc1)Cc1ccccc1OCc1cccc(NC(=O)C2CCC2)c1	-15	-8	98	.	.	-1.0	-1	5	2	.	2.9
CCOC(=O)C1=C(C)NC2=C(C(=O)CC(C)(C)C2)C1c1coc2ccccc2c1=O (stereo unspecified)	10	5	86	0.7	3.8	-2.4	-4	13	17	86	1.7
CCc1c(C)sc(NC(NC(C)=O)(C(=O)OC)C(F)(F)F)c1C#N (stereo unspecified)	2	1	102	-2.4	0.1	-2.4	4	12	-10	-5	0.3
Cc1ccc(-c2csc(N(Cc3ccco3)C(=O)c3cccs3)n2)cc1	-21	-3	99	1.6	1.2	1.5	-2	-9	14	50	2.4
O=C(NC1CC1)C1CCN(C2CCN(C(=O)c3ccc4cccc(F)c4n3)CC2)CC1	-3	6	107	-0.1	0.3	0.9	-3	-5	9	.	0.0
Cc1ccc(C(=O)NCC(c2ccc(F)cc2)N2CCOCC2)s1 (stereo unspecified)	18	-6	119	1.9	-0.6	-2.4	-2	13	7	-7	1.6
CC(NC(=O)c1ccc(OC2CCN(C(=O)c3cccnc3)CC2)cc1)C1CC1 (stereo unspecified)	-22	2	104	-1.9	1.7	-3.3	2	17	-5	-2	1.5
Cc1ccc(N)cc1O	-4	-10	102	-2.8	-1.2	2.8	8	-15	-33	2	2.0
Cc1nnc(C)n1/N=C/c1cccc([N+](=O)[O-])c1	17	4	98	-0.1	2.0	-2.8	-1	14	-3	317	4.4
Cc1cc(C(=O)COC(=O)c2ccc(NC(=O)CC#N)cc2)c(C)n1C1CC1	.	15	90	.	.	-1.2	-7	8	19	.	3.3
Cc1ccsc1/C=C/c1ccc2ccccc2n1	-2	-3	99	0.0	2.5	4.0	5	-22	8	-8	1.6

From PubChem

The order is random; overall some 3.2% were active at least once.
